D2 agonist = HTS Assay for Allosteric Agonists of the Human D2 Dopamine Receptor: Primary Screen for Agonists | D(2) dopamine receptor (Homo sapiens), P14416 | HEK293 T-REx D2 cells, calcium flux agonist mode | activation, % at 2 µM | 340,000 tested, 0.53% active;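 active means activation over 3 SD above normal in the single-dose calcium agonist read, cut at about 30% in these data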; further: 0% is about no effect
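Tetracycline-induced HEK293 Trex cells with D2 receptor force-coupled to calcium signaling, plated overnight at 30 C and loaded with no-wash calcium dye. Calcium flux read kinetically for 180 s after compound addition; responses flag agonists.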
IDH1 R132H inh = qHTS for Inhibitors of mutant isocitrate dehydrogenase 1 (IDH1): qHTS; IDH1-R132H enzyme, NADPH consumption, diaphorase/resazurin fluorescence; Isocitrate dehydrogenase [NADP] cytoplasmic (Homo sapiens), O75874; Potency, µM (series often up to 76.6 µM), for the others: at the top dose activity change, negative = inhibition, most hits filed as inhibitors; AID 602179, 2012; 390,000 tested, 0.093% active; further: potency means the concentration at half of the fitted maximal effect; on the % scale 0 is the no-effect control and ±100 the full control effect; nearly all actives have a fitted effect of over 65% in size
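IDH1-R132H (0.5 ug/mL) preincubated 30 min with compound, then NADPH (0.016 mM) and alpha-KG (2 mM) added; 80 min at RT, pH 7.5. Remaining NADPH coupled via diaphorase/resazurin to fluorescence (540/590 nm); concentration-response curves normalized to no-enzyme control.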
D2 antag = HTS Assay for Allosteric Antagonists of the Human D2 Dopamine Receptor: Primary Screen for Antagonists; inhibition, % at 10 µM; HEK293 TREx D2 cells, calcium flux, dopamine EC80; AID 485344, 2010; 340,000 tested, 2% active; in the data active means inhibition above about 30%; further: 0% is about no effect
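Read-out: kinetic calcium fluorescence (1 cycle/s) in inducible HEK293 T-REx D2 cells after an EC80 dopamine addition that followed 180 s compound preincubation. Loss of the dopamine response indicates antagonism.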
TrxR1 substrate = qHTS Assay for Substrates of Mammalian Selenoprotein Thioredoxin Reductase 1 (TrxR1): qHTS | purified TrxR1 substrate turnover, NADPH consumption readout | Potency, µM (highest dose often 114 µM), inactives show at the top dose activity change, negative = substrate turnover | AID 588456, 2011 | Thioredoxin reductase 1, cytoplasmic (Rattus norvegicus), O89049 | 390,000 tested, 0.01% active; further: potency means the concentration at half of the fitted maximal effect; on the % scale 0 is the no-effect control and ±100 the full control effect; nearly all actives have a fitted effect of over 50% in size
Target sequence (O89049 whole entry, looked up): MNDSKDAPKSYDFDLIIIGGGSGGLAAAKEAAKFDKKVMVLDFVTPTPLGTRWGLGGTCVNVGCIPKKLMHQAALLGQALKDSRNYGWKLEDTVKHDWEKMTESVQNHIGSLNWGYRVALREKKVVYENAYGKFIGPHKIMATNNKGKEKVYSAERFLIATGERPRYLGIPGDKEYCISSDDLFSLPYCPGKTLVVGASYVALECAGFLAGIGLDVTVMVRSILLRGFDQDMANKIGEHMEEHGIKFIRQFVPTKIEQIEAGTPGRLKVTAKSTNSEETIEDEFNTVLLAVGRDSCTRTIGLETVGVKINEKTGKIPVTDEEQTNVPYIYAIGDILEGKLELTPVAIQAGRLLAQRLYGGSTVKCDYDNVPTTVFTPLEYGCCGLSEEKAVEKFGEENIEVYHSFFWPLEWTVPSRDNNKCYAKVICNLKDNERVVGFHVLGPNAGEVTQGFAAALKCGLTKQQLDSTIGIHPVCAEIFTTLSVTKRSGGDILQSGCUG
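Rat TrxR1, dispensed at 90 nM, was prereduced with 400 uM NADPH (final) for 5 min at ~22 deg C, then incubated with compound 15 min before 400 uM selenite. A first-read NADPH fluorescence drop versus no-compound background flagged substrates.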
PI4K2A inh = qHTS for small molecular inhibitors of PI4K2A | Phosphatidylinositol 4-kinase type 2-alpha (Homo sapiens), Q9BTU6 | 420,000 tested, 0.13% active | AID 1346378, 2018 | purified PI4K2A, ADP-Glo luminescence, 1 h; stronger effect = lower value | activity change, negative = inhibition, % at 76.9 µM; in the data active means activity change below about -50%; inconclusive means mostly about -30% to -49%;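 further: -100% = wells without enzyme as full effect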
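In this quantitative HTS, ADP production by PI4K2A was quantified luminescently after 1 h at ambient temperature; 100 microM adenosine served as plate-quality control.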
rTrxR1 inhibitor = qHTS Assay for Inhibitors of Mammalian Selenoprotein Thioredoxin Reductase 1 (TrxR1): qHTS. Thioredoxin reductase 1, cytoplasmic (Rattus norvegicus), O89049. recombinant rTrxR1, NADPH fluorescence consumption, selenite substrate. 390,000 tested, 1% active. AID 588453, 2011. Potency, µM (top dose mostly 114 µM), without a hit: at the highest dose activity change, negative = inhibition, hits mostly inhibitors; further: potency means the concentration at half of the fitted maximal effect; on the % scale 0 is the no-effect control and ±100 the full control effect; nearly all actives have a fitted effect of over 65% in size
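Rat TrxR1 (90 nM in the dispensed reagent) was pre-reduced with 400 uM NADPH for 5 min at room temperature, then incubated with compound for 15 min. After 400 uM selenite was added, NADPH fluorescence (Ex 340/Em 450 nm) was followed for 8 min.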
TRHR ag = qHTS for Small Molecule Agonists and Allosteric Enhancers of Human TRH Receptor: Primary Screen for Agonists; Thyrotropin-releasing hormone receptor (Homo sapiens), P34981; TRHR cells, calcium flux fluo-8, FDSS agonist mode; AID 493084, 2011; activation, % at 2 µM; 360,000 tested, 0.18% active; in the data active means activation above about 30%; further: 0% is about no effect
Target sequence (P34981 whole entry, looked up): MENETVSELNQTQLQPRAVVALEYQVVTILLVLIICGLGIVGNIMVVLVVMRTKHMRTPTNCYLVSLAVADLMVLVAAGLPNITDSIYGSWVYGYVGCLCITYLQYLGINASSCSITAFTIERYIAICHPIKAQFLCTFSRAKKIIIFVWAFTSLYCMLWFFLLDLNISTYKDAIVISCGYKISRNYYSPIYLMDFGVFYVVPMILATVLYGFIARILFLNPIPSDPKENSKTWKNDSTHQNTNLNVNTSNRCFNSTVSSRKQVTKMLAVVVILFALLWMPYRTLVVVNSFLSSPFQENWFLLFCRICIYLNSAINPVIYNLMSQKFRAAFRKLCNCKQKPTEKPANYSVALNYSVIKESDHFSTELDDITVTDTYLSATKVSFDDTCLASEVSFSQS
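Fluo-8-loaded TRHR cells; 10 s baseline, compound added, kinetic Ca2+ fluorescence read 1/s, agonist mode.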
TRHR enhancer = qHTS for Small Molecule Agonists and Allosteric Enhancers of Human TRH Receptor: Primary Screen for Enhancers; 360,000 tested, 0.66% active; AID 493056, 2011; Thyrotropin-releasing hormone receptor (Homo sapiens), P34981; TRHR cells, fluo-8 calcium fluorescence, EC20 TRH enhancement; enhancement, % at 2 µM; in the data active means enhancement above about 30%; further: 0% is about no effect
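TRHR-expressing cells loaded with fluo-8 calcium dye were read kinetically (ex 480/em 530) during compound addition, then stimulated with an EC20 of TRH (10 nM final). Enhancement of the Gq-mediated intracellular calcium response was scored.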
USP1 inh = Inhibitors of USP1/UAF1: Primary Screen; recombinant USP1/UAF1, Ub-Rhodamine cleavage fluorescence; Potency, µM (doses to about 57.1 µM), for the others: at the highest dose activity change, negative = inhibition, actives largely listed as inhibitors; 390,000 tested, 0.23% active; AID 743255, 2014; further: potency means the concentration at half of the fitted maximal effect; on the % scale 0 is the no-effect control and ±100 the full control effect; nearly all actives have a fitted effect of over 60% in size; inactives centre near -12
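In this screen, compounds sit with the deubiquitinase complex (1nM) for 15 min at room temperature before Ub-Rho is added at 150nM final. Fluorescence rise is then followed for 6 reads every 60 seconds.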
* hit, by the source's call; ? = inconclusive; . = not tested or not shown; [ ] = dose if it differs, or a comment. Unless noted, the call rests on the fitted dose curve; in most records, active means well fitted inhibition curve with a large enough effect; inconclusive means small, poorly fitted or top-dose-only effect; inactive means no such curve, though single readings can be large or run the other way. An unsorted share of the library; about 3.9% have a hit in one of these screens.

Codes – A = D2 agonist; B = IDH1 R132H inh; C = D2 antag; D = TrxR1 substrate; E = PI4K2A inh; F = rTrxR1 inhibitor; G = TRHR ag; H = TRHR enhancer; I = USP1 inh
Cc1ccsc1C(=O)Nc1ccccc1N1CCCC1
  A: 0.2; B: 8%; C: -5; D: -1%; E: 2; F: -13%; G: -0.5; H: 0; I: -17%
C=CCOc1cccc(NC(=O)c2ccccc2SC)c1
  A: -0.8; B: -5%; C: -4; D: -7%; E: -1; F: 14%; G: -0.4; H: 0; I: -9%
Cc1ccc(S(=O)(=O)N2CCN(Cc3noc(CCC(=O)N4CCCCC4)n3)CC2)c(C)c1
  A: .; B: 20%; C: .; D: 8%; E: -1; F: 17%; G: 0.3; H: -2; I: -4%
CCOC(=O)c1cc(-c2ccc(/C=N\n3cnnc3)o2)ccc1Cl
  A: -0.3; B: 0%; C: -7; D: 5%; E: 2; F: -2%; G: -0.9; H: -4; I: -15%
CC1CCN(c2ccc(NC(=S)NC(=O)c3ccc(-c4cccc([N+](=O)[O-])c4)o3)cc2)CC1
  A: 0.0; B: -2%; C: -13; D: -4%; E: 2; F: 20µM*; G: 0.2; H: 9; I: -11%
COc1cc2ccccc2cc1C(=O)Nc1ccc2oc(-c3cccc(Cl)c3Cl)nc2c1
  A: 0.4; B: 15%; C: .; D: 2%; E: 1; F: 8%; G: -0.3; H: 0; I: -15%
C[n+]1ccccc1C1CCCC/C1=N\NC(N)=S (stereo unspecified)
  A: 0.2; B: -6%; C: 2; D: 5%; E: -3; F: 31%; G: 0.3; H: 24; I: -4%
CCOC(=O)c1c(-c2ccccc2)csc1/N=C/C1C(=O)CCCC1=O
  A: 0.8; B: 7%; C: 1; D: -6%; E: 0; F: -14%; G: 3.8; H: -6; I: ?
O=C(CCC(=O)Nc1nnc(C2CCCCC2)s1)Nc1ccc(F)cc1
  A: -0.2; B: 0%; C: -6; D: 3%; E: 2; F: 17%; G: 0.8; H: 4; I: -29%
CCN(CC(=O)Nc1ccc([N+](=O)[O-])cc1OC)CC(=O)NC(C)(C)C
  A: -0.5; B: 5%; C: -6; D: -12%[57.1 µM]; E: -2; F: 3%[57.1 µM]; G: 0.4; H: 8; I: -10%
Cc1cccc(CS(=O)(=O)c2ncc(Cl)c(C(=O)Nc3c(C)cccc3C)n2)c1
  A: -0.1; B: 4%; C: -11; D: 10%; E: -5; F: ?; G: 0.7; H: -17; I: ?
O=C(CSc1cn(CCNC(=O)c2ccccc2)c2ccccc12)NCC1CCCO1 (stereo unspecified)
  A: -0.2; B: 7%; C: 5; D: 4%; E: -2; F: 19%; G: -0.6; H: -5; I: -21%
CCOc1ccc(CCNC(=O)C2CC(=O)N(Cc3ccc(C)cc3)C2)cc1OCC (stereo unspecified)
  A: -2.4; B: 1%; C: 3; D: -8%; E: 0; F: -9%; G: -0.5; H: -6; I: -3%
CCOc1ccc(-n2c(-c3ccc(Cl)cc3)c[n+]3c2SCC3)cc1
  A: -2.8; B: 0%; C: 2; D: 2%; E: 2; F: 11%; G: 0.1; H: -2; I: -20%
O=C(CSc1nnc(-c2cccs2)n1-c1ccccc1)c1ccc2c(c1)OCCO2
  A: 4.8; B: 3%; C: 7; D: 9%[57.1 µM]; E: 13; F: 18%[57.1 µM]; G: -0.7; H: -12; I: -12%
CCCCOC(=O)Cn1c(=N)n(CCN2CCOCC2)c2ccccc21
  A: .; B: 3%; C: .; D: -1%; E: 2; F: 8%; G: .; H: .; I: -19%
O=C(O)c1ccc2cccnc2c1O
  A: 0.5; B: 31%[activator]; C: 1; D: -1%; E: 2; F: 2%; G: 0.4; H: 1; I: -17%
COc1cccc(N2CCN(C(=O)CNC(=O)c3sc4ccccc4c3Cl)CC2)c1
  A: 0.2; B: 7%; C: 4; D: -4%; E: 0; F: -1%; G: -0.4; H: -2; I: -8%
O=C(NC1CC(=O)N(c2cccc(F)c2)C1)c1ccc(S(=O)(=O)N2CCCCC2)cc1 (stereo unspecified)
  A: .; B: -15%; C: .; D: 2%[57.1 µM]; E: -2; F: 18%[57.1 µM]; G: 0.3; H: 0; I: ?
O=C(Nc1nc2ccccc2s1)c1ccc(F)cc1
  A: 0.6; B: 1%; C: -14; D: -2%; E: -3; F: 21%[57.1 µM]; G: 0.9; H: -9; I: -19%
CCCCNC(=O)c1ccc2c(c1)ncn2C1CCCC1
  A: .; B: 3%; C: .; D: 1%; E: -4; F: 10%; G: 1.2; H: 2; I: -3%
O=C(NC1=NCCS1)c1ccncc1
  A: -0.6; B: -2%; C: 0; D: 13%[57.1 µM]; E: -5; F: 13%[57.1 µM]; G: 0.4; H: -5; I: -22%
CCOc1cccc(NC(=O)C2CC(=O)N(CC)C(=Nc3ccc(F)cc3)S2)c1 (stereo unspecified)
  A: .; B: 0%; C: .; D: -2%; E: -1; F: 9%; G: 2.5; H: -13; I: -20%
COc1ccc(C(=O)Nc2ccc(-c3nc4ncccc4o3)cc2)cc1
  A: 0.1; B: -11%; C: .; D: 40%[activator]; E: 1; F: 52%[activator]; G: -0.1; H: -2; I: -4%
Cc1c(-n2c(SCC(=O)NC(C)C)nc3ccccc3c2=O)c(=O)n(-c2ccccc2)n1C
  A: -0.2; B: -5%; C: 8; D: -9%[57.1 µM]; E: 6; F: 6%[57.1 µM]; G: 0.3; H: 1; I: -2%
COc1ccc(-c2nnc(SCC(=O)NCc3cccs3)n2C)cc1
  A: -0.7; B: 1%; C: 0; D: 4%[57.1 µM]; E: -3; F: 25%; G: -0.3; H: 4; I: -4%
CN(C(=O)c1ccc(=O)n(Cc2ccc(Cl)cc2)c1)c1ccccc1
  A: -0.1; B: -8%; C: 13; D: -10%; E: 2; F: -5%; G: -1.0; H: 3; I: -12%
Cc1cc2nn(-c3ccc(F)cc3)nc2cc1NC(=O)c1ccc(C(C)(C)C)cc1
  A: -0.6; B: -3%; C: .; D: 26%; E: 10; F: -3%; G: 0.3; H: 6; I: -21%
CCCC(C(=O)Nc1ccc(C)c(S(=O)(=O)N2CCOCC2)c1)c1ccccc1 (stereo unspecified)
  A: 0.3; B: 1%; C: -11; D: -12%; E: 0; F: -10%; G: 0.0; H: -14; I: -15%
O=C(Cn1c(=O)oc2cc(S(=O)(=O)NCc3ccccc3)ccc21)N(CCO)Cc1ccccc1
  A: -0.6; B: 4%; C: .; D: 2%[57.1 µM]; E: 1; F: 19%[57.1 µM]; G: 0.5; H: -5; I: -26%
CCc1ccc(C(=O)COC(=O)c2cnc(C)cn2)cc1
  A: 1.3; B: 0%; C: 2; D: 4%; E: -4; F: 13%; G: -0.9; H: -1; I: -14%
CSc1ccc(/C=C/C(=O)c2ccc(NC(=O)Cc3ccccc3)cc2)cc1
  A: 0.9; B: 7%; C: -10; D: -3%; E: 11; F: -1%; G: 4.3; H: -1; I: -29%
CCCOc1cccc(-c2nnc(NC(=O)c3ccco3)s2)c1
  A: 1.5; B: 1%; C: 16; D: 10%; E: -1; F: 25%; G: 1.5; H: 2; I: -22%
CCn1c(SCC(=O)Nc2cccc(C(C)=O)c2)nnc1C(C)C
  A: 0.8; B: 4%; C: 7; D: 7%; E: -5; F: 24%; G: 39*; H: -4; I: -8%
COc1ccc(OCC(=O)Nc2sc3c(c2C(=O)NCC2CCCO2)CCC3)cc1 (stereo unspecified)
  A: .; B: -9%; C: .; D: 8%; E: -6; F: -20%; G: .; H: .; I: -23%
Cc1cc(C)cc(OCC(=O)NNC(=O)c2cc3ccccc3oc2=O)c1
  A: 0.3; B: -9%; C: -9; D: 7%[57.1 µM]; E: 4; F: 26%[57.1 µM]; G: -1.0; H: 8; I: -10%
O=C(Nc1ccccc1C(F)(F)F)C1CC(=O)N(c2ccccc2F)C1 (stereo unspecified)
  A: 0.3; B: -1%; C: -8; D: 8%; E: 1; F: 21%; G: 0.4; H: -8; I: 0%
CCCCn1c(N)c(N(CC(C)C)C(=O)CN2C(=O)NC3(CCC(C(C)(C)CC)CC3)C2=O)c(=O)[nH]c1=O (stereo unspecified)
  A: .; B: -3%; C: .; D: -2%; E: -6; F: 12%; G: .; H: .; I: -22%
CC1CCCC(NC(=O)COC(=O)c2ccc([N+](=O)[O-])o2)C1C (stereo unspecified)
  A: .; B: -2%; C: .; D: -4%; E: -8; F: -16%; G: .; H: .; I: ?
Cc1ccc(OCCSc2ncccn2)c(C)c1
  A: -1.5; B: 0%; C: 37*; D: 5%[57.1 µM]; E: 5; F: 15%; G: -0.7; H: 6; I: -4%
COc1ccc(C(=O)N/C(=C\c2cc(OC)c(OC)cc2[N+](=O)[O-])C(=O)NCC(=O)O)cc1
  A: 2.5; B: 4%; C: 17; D: -10%; E: 4; F: 12%[57.1 µM]; G: 2.1; H: -3; I: -2%

Just IDH1 R132H inh, TRHR ag and D2 agonist (three entries from above):
Molecule | IDH1 R132H inh | TRHR ag | D2 agonist
Cc1ccc(S(=O)(=O)N2CCN(Cc3noc(CCC(=O)N4CCCCC4)n3)CC2)c(C)c1 | 20% | 0.3 | .
CCOC(=O)c1cc(-c2ccc(/C=N\n3cnnc3)o2)ccc1Cl | 0% | -0.9 | -0.3
CC1CCN(c2ccc(NC(=S)NC(=O)c3ccc(-c4cccc([N+](=O)[O-])c4)o3)cc2)CC1 | -2% | 0.2 | 0.0
